Source: PubChem BioAssay (National Center for Advancing Translational Sciences (NCATS))
Glioma ERSR ind – ER stress response induction in glioma | U87-MG GRP78 promoter luciferase reporter, 16 h | Potency, µM, inactives show at the highest dose activation, usual class: activators | hit rate 0.02% among 420,000 | AID 602332; further: potency means the concentration at half of the fitted maximal effect; series mostly up to about 76 µM; % of control where 0% means no effect; nearly all actives have a fitted effect of over 35% in size
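Stably transfected U87-MG glioma cells carrying a GRP78-based luciferase sensor; 16 h compound incubation. Luminescence end-point read 10 min after Bright-Glo addition at room temperature.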
D1 antagonist – human D1 dopamine receptor antagonism | HEK293 TREx D1 cells, calcium flux, dopamine EC80; stronger effect = lower value | activity change, negative = inhibition, % at 10 µM | hit rate 3.2% among 360,000; in the data active means activity change below about -30%; further: on the % scale 0 is the no-effect control and ±100 the full control effect
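Calcium flux readout: force-coupled, inducible Hek293 Trex D1 line, cells induced overnight at 30 C with tetracycline, dye-loaded 30–90 min at RT. Antagonism scored against EC80 dopamine challenge given 180 s after compound.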
D1 ag – activates the human D1 dopamine receptor. P21728. HEK293 T-REx D1 cells, calcium flux, agonist mode. activation, % at 2 µM. hit rate 1% among 360,000. AID 504660; in the data active means activation above about 30%; further: 0% is about no effect
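Tetracycline-induced HEK293 TREx D1 cells, force-coupled to calcium signalling, were dye-loaded with a no-wash calcium kit. Compound was pin-added after a 10 s baseline. Fluorescence was read kinetically at 1 cycle/s for 180 s, with calcium rises flagged as agonism.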
D1 PAM – enhances dopamine response at the human D1 receptor. P21728. HEK293 TREx D1 cells, calcium flux, dopamine EC20 potentiation. potentiation, % at 10 µM. hit rate 0.036% among 360,000. AID 504651; in the data active means potentiation above about 30%; further: 0% is about no effect
Vif-A3G inh – inhibitors of Vif-APOBEC3G interaction; HeLa A3G-eYFP + Vif (tagged APOBEC3G with the HIV-1 protein that degrades it), YFP fluorescence, overnight; hit rate 0.076% among 410,000; Potency, µM (top dose mostly 46.1 µM), without a hit: at the highest dose activity, negative = active, most hits filed as inhibitors; Q9HC16;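 further: potency means the concentration at half of the fitted maximal effect; on the % scale 0 is the no-effect control and ±100 the full control effect; nearly all actives have a fitted effect of over 60% in size; hits raise eYFP signal because A3G escapes Vif-driven loss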
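Read-out is eYFP fluorescence (Ex 488/Em 500-530) from Vif-expressing HeLa A3G-eYFP cells; more signal means A3G escaped Vif-mediated degradation. Cells plated overnight, compound pinned in, incubated overnight at 37 deg C.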
RXFP1 agonist – RXFP1 (human) receptor agonism; Q9HBX9; hit rate 0.3% among 370,000; AID 2676; HEK293T-RXFP1 cAMP TR-FRET, 30 min; response scale: percent of porcine relaxin response, buffer zero; Potency, µM (series often up to 57.5 µM), for the others: top-dose activation, hits mostly activators; further: potency means the concentration at half of the fitted maximal effect; on the % scale 0 is the no-effect control and ±100 the full control effect; nearly all actives have a fitted effect of over 60% in size; many of its hits are not listed in these tables
Target sequence (Q9HBX9 whole entry, looked up): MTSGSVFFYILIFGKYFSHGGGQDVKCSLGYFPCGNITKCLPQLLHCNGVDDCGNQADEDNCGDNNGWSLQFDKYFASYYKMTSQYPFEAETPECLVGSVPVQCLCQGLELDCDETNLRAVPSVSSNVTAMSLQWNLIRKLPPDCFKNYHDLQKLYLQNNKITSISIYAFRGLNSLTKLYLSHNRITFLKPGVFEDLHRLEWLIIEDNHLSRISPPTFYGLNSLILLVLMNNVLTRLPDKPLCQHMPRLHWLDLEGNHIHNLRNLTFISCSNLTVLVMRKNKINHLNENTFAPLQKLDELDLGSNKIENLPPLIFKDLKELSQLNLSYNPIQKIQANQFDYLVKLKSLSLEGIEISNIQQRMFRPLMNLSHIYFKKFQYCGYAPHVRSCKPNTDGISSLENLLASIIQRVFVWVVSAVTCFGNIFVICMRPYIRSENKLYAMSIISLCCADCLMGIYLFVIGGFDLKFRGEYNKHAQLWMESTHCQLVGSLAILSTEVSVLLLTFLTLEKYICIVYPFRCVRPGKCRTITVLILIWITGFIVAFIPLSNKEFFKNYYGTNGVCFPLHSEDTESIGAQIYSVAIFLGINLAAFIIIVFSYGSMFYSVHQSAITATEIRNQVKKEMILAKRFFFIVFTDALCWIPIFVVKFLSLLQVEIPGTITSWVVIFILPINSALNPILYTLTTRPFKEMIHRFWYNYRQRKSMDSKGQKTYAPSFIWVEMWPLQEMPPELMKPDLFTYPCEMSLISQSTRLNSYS
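Agonist response is measured as cAMP accumulation in an RXFP1-transfected HEK293T line under PDE4 inhibition. Values are scaled between buffer-only and 29 nM porcine relaxin, and EC50s come from standard Hill equation fits.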
Vif-A3F inh – Vif-A3F binding inhibition. HeLa A3F-eYFP + Vif (tagged APOBEC3F with the HIV-1 protein that degrades it), YFP fluorescence increase. hit rate 0.2% among 390,000. Potency, µM (doses to about 46.1 µM), for inactives: at the highest dose activity, negative = active. AID 602313; further: potency means the concentration at half of the fitted maximal effect; % of control where 0% means no effect; nearly all actives have a fitted effect of over 65% in size
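Fluorescence increase (Ex 488/Em 500-530) after overnight compound treatment at 37 deg C flags inhibition of Vif-driven A3F-eYFP loss in stable HeLa A3F-eYFP/Vif cells seeded overnight beforehand.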
LDHA inh – LDHA (human) enzyme inhibition. hit rate 0.15% among 480,000. P00338. AID 1347041. purified LDHA, NADH/diaphorase-resazurin fluorescence; stronger effect = lower value. activity change, % (values are at about 110 or 230 µM); in the data active means activity change below about -30%; inconclusive means mostly about -25% to -30%;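 further: plate controls were DMSO wells for no effect and wells without enzyme for full effect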
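Remaining NADH was detected by diaphorase (0.133 mg/mL) converting 37 µM resazurin to fluorescent resorufin, read at 0 and 20 minutes. The preceding 5-minute room-temperature reaction used 2 nM LDHA, 0.2 mM sodium pyruvate and 0.06 mM NADH at pH 7.4.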
D2 PAM – positively modulates the human D2 dopamine receptor allosterically. potentiation, % at 10 µM. P14416. HEK293 T-REx D2, calcium flux, EC20 dopamine potentiation. hit rate 0.34% among 340,000;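 active means potentiation over 3 SD above the plate norm, cut at about 30% in these data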; further: 0% is about no effect
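Calcium flux readout, no-wash dye, 1 read/s. Inducible HEK293 Trex D2 line, overnight 30 C. Compound alone 180 s (agonist flags), then EC20 dopamine, another 180 s to score potentiation.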
* marks the source's active call; other numbers are inactive results; ? = inconclusive; / = no result given; & = joins results of further samples. Unless noted, the call rests on the fitted dose curve; in most records, active means well fitted curve in the direction sought with a large enough effect; inconclusive means small, poorly fitted or top-dose-only effect, or another doubt; inactive means no such curve, though single readings can be large; an effect the other way counts as inactive or inconclusive. A portion of the library; count on the stated rates, not on these rows.

SMILES	Glioma ERSR ind	D1 antagonist	D1 ag	D1 PAM	Vif-A3G inh	RXFP1 agonist	Vif-A3F inh	LDHA inh	D2 PAM
CCc1nnc(NC(=O)CSc2nc3ccccc3c(=O)n2CCCOC)s1	-6.3%	0.9	3.7	0.7	-12.8%	-0.8%	-3.5%	-4.8	-9.1
Cc1ccccc1Cn1c2ccccc2c2cnn(CC(=O)NCCCc3ccccc3)c(=O)c21	-1.7%	17.8	6.7	-1.4	-1.4%	4.9%	-9.7%	-3.7	/
Cc1cc2c(c(=O)n1Cc1cccnc1)C(Cc1ccccc1)C(C#N)=C(N)O2 (stereo not drawn)	-3.1%	-10.7	-0.1	-3.0	-5.5%	4.4%	?	-4.1	7.1
O=C(COC(=O)CNS(=O)(=O)c1c(Cl)cccc1Cl)Nc1cccnc1Cl	-2.4%	6.6	1.8	-3.2	-1.9%	1.1%	-10.1%	-6.0	6.3
CC(=O)Nc1ccc(S(=O)(=O)N(Cc2ccccc2)C(C)C)cc1	-7.8%	-7.4	4.5	-1.9	-0.5%	0.9%	1.2%	-6.3	-6.2
O=C1CC(N2CCCCCC2)C(=O)N1c1ccc2c(c1)OCO2 (stereo not drawn)	-1.3%	-2.6	2.7	-1.4	-1.0%	-1.0%	-2.8%	-7.1	8.1
Oc1ccc2n[nH]nc2c1	-6.5%	-4.6	0.8	-0.6	0.3%	0.4%	-2.3%	22.0	-18.6
COC(=O)c1sc(NC(=O)CN2CCN(c3cccc(Cl)c3)CC2)c(C(=O)OC)c1C	-3.4%	/	/	/	-3.1%	/	6.2%	0.5	/
CCc1cc(-c2n[nH]c(C)c2-c2ccccc2Cl)c(O)cc1OC	-16.3%	1.7	10.9	-3.9	-11.0%	5.2%	-9.6%	5.0	-5.1
CCN(CC)CCN1C(=O)c2oc3ccccc3c(=O)c2C1c1cccc(Br)c1 (stereo not drawn)	0.6%	-4.3	2.4	-2.8	-5.8%	2.7%	-1.5%	2.5	-1.6
CC(C)(C)NS(=O)(=O)c1ccc(Oc2ncc(C(F)(F)F)cc2Cl)cc1	?	0.6	0.8	0.8	1.2%	2.0%	-1.6%	-1.5	-0.2
Cc1cccc(N/N=C/c2ccc(O)c(O)c2O)c1	0.9%	1.3	0.3	-8.3	7.5%	-2.4%	2.0%	10.2	-8.7
CCCOc1ccc(C2C(C(=O)c3ccc(C)o3)=C(O)C(=O)N2Cc2ccco2)cc1 (stereo not drawn)	-1.1%	4.5	2.3	0.2	-0.7%	20.8%	3.0%	2.2	-1.9
C=CCNC(=O)C1CC2c3ccccc3C1c1ccccc12 (stereo not drawn)	-5.5%	/	/	/	0.6%	/	-14.2%	3.6	/
CCCCc1nc2c(=O)[nH]c3ccccc3c2o1	1.9%	-4.5	0.2	-1.6	-0.5%	-2.1%	4.5%	-0.9	9.5
O=C(COC(=O)c1c(Cl)cccc1Cl)NCc1cccs1	-0.1%	/	/	/	-0.1%	/	4.0%	-6.9	/
S=C1SCN(Cc2ccco2)CN1Cc1ccco1	-5.4%	-0.3	1.2	-2.0	?	1.2%	-1.5%	-4.3	-0.9
COc1ccc(NC(=O)c2nc[nH]c2C(=O)N[C@H](C)c2ccccc2)cc1	-2.8%	-4.7	3.3	-1.2	-7.4%	0.0%	-1.9%	2.9	0.9
O=C(Nc1cccc(Cl)c1)N(CCN1CCOCC1)Cc1cccc(Cl)c1	-0.1%	-37.9*	48.1*	-13.4	0.1%	-1.5%	-7.1%	-2.3	7.0
CC(=O)Nc1ccc(SCC(=O)O)cc1	-4.4%	22.2	-1.9	3.5	1.9%	-0.5%	12.6%	-4.4	4.0
Cc1ccc(SCCC(=O)N2CCCC2)cc1	7.0%	14.4	1.8	-7.8	-0.7%	0.4%	-1.1%	-5.3	-4.4
COCCCNCCOCCOc1ccccc1-c1ccccc1	-4.5%	2.6	21.0	-1.9	-0.1%	-1.0%	-3.2%	-10.8	-25.2
O=C(NC1(C(F)(F)F)NC(=O)N(Cc2cccnc2)C1=O)c1cccs1 (stereo not drawn)	-1.9%	-3.6	-0.9	3.0	-0.4%	0.2%	-0.6%	-10.0	/
COCCNC(=O)c1onc(CSc2cccc(C)c2)c1C(=O)O	-0.6%	2.0	0.4	-2.2	6.2%	-1.9%	6.5%	-4.6	7.8
CCNc1nc(-c2ccc(Cl)cc2)cs1	8.3%	2.5	3.5	-7.0	3.9%	2.7%	-1.1%	0.5	-8.3
Cc1ccc(-c2nnn(CC(=O)N(c3cccc(F)c3)C(C(=O)NC3CCCC3)c3ccncc3)n2)o1 (stereo not drawn)	-4.2%	-2.2	2.8	-0.8	1.9%	0.3%	2.9%	-8.6	-8.6
COc1ccc(-c2nnc(C(C)Nc3cccc(C(=O)NC4CC4)c3)o2)cc1 (stereo not drawn)	-2.2%	/	/	/	0.5%	/	2.4%	1.4	/
COc1cc(/C=N/NC(=O)c2ccc(CN(C)S(=O)(=O)c3ccc(C)cc3)cc2)ccc1O	-11.2%	-3.9	-2.9	-0.5	-1.4%	0.0%	12.0%	-3.0	-4.9
O=C(CCC(=O)N1CCN(S(=O)(=O)c2ccccc2Cl)CC1)c1ccccc1	-0.2%	7.8	3.1	-3.2	-0.4%	-2.6%	2.3%	-1.9	9.0
CCOC(=O)N1CCC(NC(=O)c2ccc3c(c2)N(Cc2ccc(F)cc2)C(=O)c2ccccc2S3(=O)=O)CC1	/	0.4	6.2	-3.6	/	0.3%	/	-10.6	7.3
COc1cc2oc(=O)cc(-c3ccc(-c4ccc(C)cc4)cc3)c2c(OC)c1OC	-3.6%&-7.0%	/	/	/	-0.8%	/	6.7%	0.0	/
Cc1cc2oc(C(=O)Nc3nonc3C)c(C)c2cc1Cl	7.6%	-6.8	0.0	0.8	1.9%	9.2%	-5.3%	-0.3	33.8*
Cn1c(SCc2ccc(F)cc2)nnc1-c1cccs1	0.0%	-26.0	-0.3	-7.5	5.0%	0.3%	-2.9%	-1.1	2.0
COc1ccc(Cc2nc(-c3ccc(-n4cccc4)cc3)no2)cc1	0.5%	1.8	14.2	-1.1	-12.4%	0.8%	-2.1%	-8.0	5.2
O=C(OCCN1CCCCC1)c1cccc(Cl)c1	-3.3%	18.2	10.2	-0.6	1.8%	0.9%	10.9%	-16.9	-31.5
O=C(NCCO)C(=O)Nc1cc2c3c(c1)CCC(=O)N3CCC2	-4.2%	11.3	4.8	5.0	-0.5%	-0.5%	1.9%	-2.7	6.4
CC1CN(C(=O)c2ccc(Br)c(S(=O)(=O)N3CCOCC3)c2)CC(C)O1 (stereo not drawn)	-3.6%	7.1	3.3	5.7	-0.9%	0.2%	-10.4%	-4.2	0.6
O=C(NCc1ccccc1Cl)C1CCN(S(=O)(=O)N2CCCC2)CC1	-4.6%	-24.3	4.0	-5.3	-0.5%	-5.0%	-10.1%	-5.2	3.8
CCOC(=O)c1c(NC(=O)CCCOc2ccccc2C)sc2c1CCC(C)C2 (stereo not drawn)	-2.7%	-0.9	1.6	-1.2	2.3%	3.9%	1.9%	2.9	-1.2
O=C(OCc1cn([C@H]2CN(Cc3cccs3)[C@@H](c3ccc(Cl)cc3)C[C@@H]2O)nn1)c1ccccc1	-1.8%	/	/	/	1.4%	/	-0.1%	5.3	/
COc1ccc(N2CCN(C(=O)CCCCCn3c(=O)[nH]c4ccsc4c3=O)CC2)cc1	-2.5%	-8.1	-0.3	-2.8	-1.5%	0.4%	-1.8%	-2.6	/
O=c1c2ccccc2nnn1Cc1ccccc1Cl	0.0%	2.1	0.0	3.8	-7.9%	1.9%	22.5%	-5.8	3.0
CC(C)(C)NC(=O)C(c1ccccc1)N(Cc1cccs1)C(=O)c1csnn1 (stereo not drawn)	3.2%	2.3	-0.6	-3.8	0.9%	1.1%	-2.1%	-1.7	-2.4
CC(C)Oc1ccc(C(=O)N2CCCC2C(=O)O)cc1 (stereo not drawn)	-4.7%	3.3	2.4	8.1	1.3%	0.5%	1.1%	3.7	10.6
CCn1cc(C(=O)NCC2COc3ccccc3O2)c2cc(OC)c(OC)cc2c1=O (stereo not drawn)	5.2%	13.1	0.8	-4.5	-11.0%	-0.4%	-12.8%	4.0	-4.5
Cn1c(=O)c(C(=O)N2CCc3ccccc32)cc2cccnc21	-2.2%	-3.2	-0.4	11.2	0.2%	3.0%	-6.7%	-9.3	-10.1
CCC(=O)Nc1cccc(C2=NOC3(C2)C[C@H](C(N)=O)N(C(=O)c2ccc(Cl)cc2)C3)c1 (stereo partly drawn)	-1.6%	-7.4	2.2	2.9	1.5%	-9.9%	3.3%	-3.2	4.0
CC(CCN1C(Nc2ccccc2)=NC[C@@H]1Cc1ccccc1)c1ccccc1 (stereo partly drawn)	-6.2%	-6.3	23.4	-5.8	-2.3%	1.7%	-2.0%	0.1	3.2
COc1ccc(N/N=C(\C#N)C(=N)SCc2ccccc2)cc1	4.7%	-15.7	19.7	-5.2	-5.6%	0.2%	-1.0%	-5.1	7.1
COc1ccccc1C(=O)NCc1ccncc1	-0.5%	16.1	0.5	-2.1	0.2%	0.8%	-8.0%	-2.6	-1.6
CC1CCC/C(=N\NC(=S)NCc2ccccc2)C1 (stereo not drawn)	-0.7%	-23.3	1.1	-2.2	1.3%	0.2%	-2.3%	-4.9	-3.1
COC(=O)c1ccc2c(c1)N(CC(=O)Nc1cccc(C(F)(F)F)c1)C(=O)c1ccccc1S2	-2.3%	-3.5	1.1	-1.6	2.5%	12.0%	2.1%	-12.3	-3.2

Entries of single compounds, quoted from the list. Order of values: Glioma ERSR ind | D1 antagonist | D1 ag | D1 PAM | Vif-A3G inh | RXFP1 agonist | Vif-A3F inh | LDHA inh | D2 PAM
Shown for O=C1CC(N2CCCCCC2)C(=O)N1c1ccc2c(c1)OCO2 (stereo not drawn) = -1.3% | -2.6 | 2.7 | -1.4 | -1.0% | -1.0% | -2.8% | -7.1 | 8.1
Shown for Cn1c(SCc2ccc(F)cc2)nnc1-c1cccs1 = 0.0% | -26.0 | -0.3 | -7.5 | 5.0% | 0.3% | -2.9% | -1.1 | 2.0
